High-throughput results from PubChem BioAssay.
TDP1 cell noCPT – qHTS for Inhibitors of human tyrosyl-DNA phosphodiesterase 1 (TDP1): qHTS in cells in absence of CPT; DT40 Tdp1-/- hTDP1 cells, no CPT, ATP luminescence, 48 h; Potency, µM (doses to about 46.2 µM), for inactives: top-dose activity change, negative = growth inhibition, actives largely listed as inhibitors; 420,000 tested, 15% active; AID 686978, 2013; also: nearly all actives have a fitted effect of over 55% in size
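Compound effects on proliferation are scored in DT40 Tdp1-/-;hTDP1 cells in the absence of CPT. ATP levels (CellTiter-Glo luminescence) are recorded after a ≥48 hr, 37 °C incubation.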
N370S GC mod – inhibits or activates N370S mutant glucocerebrosidase | P04062 | N370S GC spleen homogenate, 4MU-glucoside fluorescence | Potency, µM (titrated, usually from 59.4 µM), for the others: at the highest dose activity change, negative = inhibition, usual class: inhibitors | 330,000 tested, 0.092% active | AID 2101;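 also: 0% = full enzyme activity and -100% = no enzyme basal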
TDP1 block – TDP1 (human) enzyme inhibition. 350,000 tested, 0.28% active. Potency, µM (highest dose often 130 µM), for the others: top-dose activity change, negative = inhibition, hits mostly inhibitors. AID 485290. recombinant TDP1, AlphaScreen DNA substrate cleavage. Q9NUW8; also: nearly all actives have a fitted effect of over 40% in size
Target sequence (Q9NUW8 whole entry, looked up): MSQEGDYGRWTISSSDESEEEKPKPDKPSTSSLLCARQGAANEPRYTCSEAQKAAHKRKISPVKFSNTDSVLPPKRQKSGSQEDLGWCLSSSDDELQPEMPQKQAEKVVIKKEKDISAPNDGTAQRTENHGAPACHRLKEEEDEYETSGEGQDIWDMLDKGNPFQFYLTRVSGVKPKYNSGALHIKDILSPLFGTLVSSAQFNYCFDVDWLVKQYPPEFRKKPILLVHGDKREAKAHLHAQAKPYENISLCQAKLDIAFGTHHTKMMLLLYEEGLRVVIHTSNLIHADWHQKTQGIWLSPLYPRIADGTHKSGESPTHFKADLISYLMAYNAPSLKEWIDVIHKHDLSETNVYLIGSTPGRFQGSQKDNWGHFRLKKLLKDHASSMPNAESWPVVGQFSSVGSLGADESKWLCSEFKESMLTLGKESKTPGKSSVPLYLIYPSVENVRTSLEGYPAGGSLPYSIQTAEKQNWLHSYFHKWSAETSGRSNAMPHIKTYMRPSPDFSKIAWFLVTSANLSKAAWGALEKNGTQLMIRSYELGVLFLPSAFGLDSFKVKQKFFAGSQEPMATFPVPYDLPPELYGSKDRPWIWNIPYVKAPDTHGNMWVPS
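Compounds were preincubated with Tdp1 (1 nM final) for 15 min at room temperature before substrate (15 nM final) started a 5 min reaction; beads (10 ug/ml final) were then added for 10 min before AlphaScreen detection.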
Active calls of the source: *; ? = inconclusive; / = not tested or not shown; & = joins results of further samples; [ ] = another dose, or the depositor's remark. Calls follow the shape of the dose curve; as a rule, active = well fitted curve in the direction sought with a large enough effect; inconclusive = small, poorly fitted or top-dose-only effect, or another doubt; inactive = no such curve, though single readings can be large; an effect the other way counts as inactive or inconclusive. Unless noted, % is scaled to controls: 0 for no effect and ±100 for the full control effect; potency is read from the fitted curve at half-maximal effect. These rows are one share of the data (hit frequency here may not be typical).

Every second line gives: N370S GC mod	TDP1 block	TDP1 cell noCPT
#1 CC1CCCCN1S(=O)(=O)c1ccc(S(=O)(=O)NCCc2ccncc2)cc1 (stereo not given)
    8%	2%	?
#2 Cc1ccc(NC(=O)COc2ccccc2C(=O)Nc2ccccc2)cc1Cl
    ?	5%	6%
#3 Cc1cc2ccccc2nc1SCC(=O)NC1CCCCC1
    7%	6%	-1%
#4 O=C1COc2ccc(S(=O)(=O)CCC(=O)N3CCN(c4cccc(Cl)c4)CC3)cc2N1
    -4%	2%	18µM*
#5 CC(C)N1CCN(Cc2ccc(C#CCCO)cc2)CC1CCO (stereo not given)
    1%	-13%	-17%
#6 CCCCNc1nc(C)nc2c1nc(-c1ccccc1)n2CCN1CCCC1
    1%	1%	/
#7 CCc1ccccc1N(CC)C(=O)c1cn(C)c(=O)c2cc(OC)c(OC)cc12
    5%	7%	?
#8 CCS(=O)(=O)n1nc(-c2ccc(Cl)cc2)nc1SC
    -21%	1%	-19%
#9 CCCCOCCCNS(=O)(=O)c1ccccc1
    5%	-2%	-16%
#10 CCOc1ccc(NC(=O)c2cnn3c2NC(c2ccccc2)=CC3c2cccc(OC)c2OC)cc1 (stereo not given)
    /	9%	?
#11 C1CCN2CC3CC(CN4CCCC[C@@H]34)C2C1 (stereo not given in full)
    -2%	7%[56.1 µM]	-5%
#12 OCC1(CCCc2ccccc2)CCN(C2CCSCC2)CC1
    -7%	/	-23%
#13 CC(C)C(=O)N1c2nc(C(C)C)nn2C2(CCCCC2)[C@@H]2CCCC[C@@H]21
    /	-3%	4.6µM*
#14 CCC(=O)Nc1ccc(C(=O)NCc2ccccn2)cc1
    3%	2%	29%
#15 O=c1c(-c2ccc(Cl)cc2)nc2cnc(N3CCOCC3)nc2n1CCc1ccccc1
    -2%	/	7%
#16 Cc1c(C(=O)N2CC(C)OC(C)C2)sc2nc(-c3ccccc3)cn12 (stereo not given)
    -8%	0%	/
#17 CCCCN1CCc2nc(Nc3ccc(OC)cc3OC)ncc2C1
    /	6%	?
#18 Cc1ccc(CNC(=O)CCc2c(C)c3ccc(O)c(C)c3oc2=O)cc1
    /	5%	-2%
#19 CC(Sc1ccccc1F)C(=O)Nc1ccc2c(c1)OCCO2 (stereo not given)
    /	-2%	-6%
#20 Cc1c(Cl)cccc1NC(=O)NCc1ccc(C)n1C
    -15%	/	-1%
#21 C[C@H](NC(=O)C1CC(=O)N(c2ccc3c(c2)OCO3)C1)C(=O)NCc1ccco1 (stereo not given in full)
    -5%	-1%	5%
#22 CC(=O)Nc1ccc(S(=O)(=O)N[C@@H](C)C(=O)OCC(=O)c2ccc[nH]2)cc1
    /	1%	4%
#23 O=S(=O)(c1ccc2c(c1)nc(COc1ccc(Cl)cc1)n2CC1CCCO1)N1CCOCC1 (stereo not given)
    10%	1%	?
#24 COc1cccc(N2CCN(C(=O)c3oc4ccccc4c3NC(=O)CCc3cc(OC)no3)CC2)c1
    9%	7%	?
#25 CCOC(=O)CN1C(=O)CCSc2ccc(Cl)cc21
    7%	0%	-2%
#26 COc1ccc(CCNC(=O)c2ccc(OCc3c(C)noc3C)cc2)cc1OC
    /	0%	?
#27 COC(=O)c1c(C)oc(C)c1S(=O)(=O)NCc1ccc(Cl)cc1Cl
    -1%	-3%	?
#28 Cc1cc(C)n(CCCNC(=O)C2CCC(=O)N(CCc3ccc(Cl)cc3)C2)n1 (stereo not given)
    -6%	3%	-6%
#29 O=S(=O)(NCc1ccccn1)c1ccc(Cl)c(C(F)(F)F)c1
    3%	3%	15%
#30 OC(c1ccccc1)(c1ccccc1)c1ccn[nH]1
    -4%	0%	6%
#31 COc1ccccc1NC(=O)Cn1nc(Cc2cccnc2)c2ccccc2c1=O
    -5%	/	-10%
#32 CCC1=C2CC[C@H]3C(=O)N(CC(=O)OC)C(=O)[C@H]3[C@H]2[C@@]2(C)C(=O)N(CC3CC3)C(=O)N2C1=O
    6%	9%	/
#33 CCOc1ccc(CCNC(=O)CCCn2nc(C)c3sc4ccccc4c3c2=O)cc1OCC
    /	3%	18µM*
#34 CC(=O)Nc1ccc(NC(=O)C(C)O/N=C/c2cccc([N+](=O)[O-])c2)cc1 (stereo not given)
    3%	1%	?
#35 Cc1ccc(C(=O)c2no[n+]([O-])c2C(=O)c2ccc(C)cc2)cc1
    9%	8%	5.8µM*
#36 COc1ccc(NS(=O)(=O)c2csc(C(N)=O)c2)cc1
    -6%	/	-30%
#37 COc1ccc(Cn2nnnc2C(c2cccnc2)N2CCN(c3ccc(O)cc3)CC2)cc1 (stereo not given)
    -29%	4%	?
#38 Cc1cc(Nc2cccc(C(F)(F)F)c2)nc2ccc(NC(=O)c3cccc(Cl)c3)cc12
    /	-4%	6.5µM*
#39 CCOC(OCC)c1ccc(/C=C\c2nccc(N)n2)cc1
    26%	/	?
#40 O=C(C1CCCN(S(=O)(=O)c2cccnc2)C1)N1CCN(c2ccccn2)CC1 (stereo not given)
    -1%	3%	?
#41 Cc1c(C(=O)Nc2ccc(S(=O)(=O)NCC3CCCO3)cc2)cccc1[N+](=O)[O-] (stereo not given)
    5%	3%	?
#42 COc1ccc(CC(=O)N/N=C/c2ccc(-c3ccc(F)cc3)o2)cc1OC
    -3%	/	?
#43 CCc1ccccc1NC(=O)C(C)n1c(=O)cc(C)c2c(C)nn(-c3ccccc3)c21 (stereo not given)
    /	2%	-1%
#44 CSCCC(NC(=O)c1ccc(C)o1)C(=O)O (stereo not given)
    6%	-2%	5%
#45 CC(OC(=O)c1cc(S(=O)(=O)N2CCOCC2)ccc1F)C(=O)NC1CCCCC1C (stereo not given)
    -1%	1%	-22%
#46 CS(=O)(=O)N(Cc1ccc(Cl)cc1)c1ccc(C(=O)NCC2CCCO2)cc1 (stereo not given)
    11%	9%	-16%
#47 NC(=O)C1CCN(C(=O)c2ccco2)CC1
    5%	1%	6%
#48 COc1ccc2c(c1)C1=NN(/C(C)=C/C(C)=O)C(c3ccc(F)cc3)C1CC2 (stereo not given)
    4%	0%	?
#49 COc1ccc(NCc2nnc(SCC(=O)NCc3ccccc3)n2-c2ccccc2OC)cc1
    4%	-2%	-6%
#50 COc1cccc(-c2nc3ccc(C(=O)NC(C)Cc4cccnc4)cc3o2)c1 (stereo not given)
    -13%	/	?
#51 CCCCN(C(=O)CSCC(=O)Nc1ccc(C)cc1)c1c(N)n(CCCC)c(=O)[nH]c1=O
    0%	-9%[0.505 µM]	?
#52 Cc1cc(N2CCC(C)CC2)nc(-c2ccccc2O)n1
    26%	?	-16%
#53 CC(C)c1onc(C(=O)N2CCN(Cc3ccccc3)CC2)c1[N+](=O)[O-]
    15%	3%	-21%
#54 COc1ccc(C(CNC(=O)c2cccc(S(=O)(=O)NCc3ccccc3)c2)N(C)C)cc1 (stereo not given)
    -1%	3%	1%
#55 CCN(C[C@H]1N[C@@](C)(C(=O)OC)[C@H]2C(=O)N(C)C(=O)[C@@H]12)C(C)=O
    /	3%	-8%
#56 N#C/C(=C\c1ccccc1[N+](=O)[O-])C(=O)NC1CCCCC1
    10%	6%	15µM*
#57 C[C@@]12C(=O)N(CCO)CC(=O)N1[C@H](/C=C/c1ccccc1)[C@@H]1C(=O)N(c3ccccc3)C(=O)[C@@H]12
    1%	/	0%
#58 COC(=O)c1ccc(NC(=O)CSCc2ccc(C)cc2)cc1
    4%	2%	-20%
#59 COc1cc2c(C#CCCCO)c(-c3ccc(C#N)cc3)oc(=O)c2cc1OC
    /	0%	-20%
#60 Cc1ccccc1-c1cncnc1NCCN1CCOCC1
    -8%	35µM*	3.3µM*

Five structures from above, ordered by molecular weight, highest first:
Every second line gives: N370S GC mod	TDP1 block	TDP1 cell noCPT
#46 CS(=O)(=O)N(Cc1ccc(Cl)cc1)c1ccc(C(=O)NCC2CCCO2)cc1 (stereo not given)
    11%	9%	-16%
#36 COc1ccc(NS(=O)(=O)c2csc(C(N)=O)c2)cc1
    -6%	/	-30%
#56 N#C/C(=C\c1ccccc1[N+](=O)[O-])C(=O)NC1CCCCC1
    10%	6%	15µM*
#52 Cc1cc(N2CCC(C)CC2)nc(-c2ccccc2O)n1
    26%	?	-16%
#47 NC(=O)C1CCN(C(=O)c2ccco2)CC1
    5%	1%	6%

Continued:
Every second line gives: N370S GC mod	TDP1 block	TDP1 cell noCPT
#61 Cc1ccc2nc(SC(C)C(=O)NCc3ccc4c(c3)OCO4)[nH]c2c1 (stereo not given)
    -2%	-3%	-20%
#62 Cc1cc(C(=O)O)c(CSCc2cc(C(=O)O)oc2C)o1
    -2%	-6%	-3%
#63 Cn1cc(/C=C2/SC(=O)N(c3ccccc3)C2=O)c2ccccc21
    3%	0%	-27%
#64 O=C(Nc1nc(-c2ccc(Br)cc2)ns1)c1ccc(F)cc1
    /	1%	18µM*
#65 COc1cc2c(cc1OC)CN(C(=O)CCOc1ccccc1C)CC2
    -7%	9%	21µM*
#66 COc1ccc(CCN(C)CC(=O)Nc2ccc(F)c(Cl)c2)cc1OC
    -1%	4%	?
#67 CC(=O)Oc1cccc(C(=O)Nc2ccccc2C(=O)N2CCCC2)c1
    0%	1%	15%
#68 COCCc1ncc(CN2CCCCC2C(=O)Nc2ccc(Oc3ccccc3)nc2)cn1 (stereo not given)
    -5%	5%	-3%
#69 O=C(Nc1cccc2c1[nH]c1ccccc12)C(F)(F)F
    -3%	5%	-28%
#70 Cc1ccc(SCC(=O)NC(=O)NC(C)C)c(C)c1
    -3%	-1%	-18%
#71 O=C(Nc1cccc(C(=O)O)c1)/C(=C\c1ccc2c(c1)OCO2)NC(=O)c1ccc(Br)cc1
    6%	8%	?
#72 O=C(NCCc1ccccc1)C1CCC(CNS(=O)(=O)c2cccc3cccnc23)CC1 (stereo not given)
    -6%	/	23µM*
#73 CCNc1nnc(SCC(=O)c2c(N)n(C3CC3)c(=O)[nH]c2=O)s1
    /	2%	-7%
#74 CCC(=O)N1CCN(c2ccc(NC(=O)c3ccc4c(c3)OCO4)cc2)CC1
    6%	5%	-29%
#75 CCOC(=O)C1CCCN(Cc2c(C(=O)N3CCCCC3)nc3c(C)cccn23)C1 (stereo not given)
    0%	/	?
#76 COC(=O)CN(c1ccccc1[N+](=O)[O-])S(=O)(=O)c1ccccc1
    0%	-2%	3%
#77 Cc1ccc(NC(=O)CN(C)C(=O)COC(=O)CNS(=O)(=O)c2ccc(F)c(F)c2F)cc1
    -6%	/	-7%
#78 Cc1ccc(-n2ncc(C(=O)NC3CC3)c2C2CCN(C(=O)OC(C)(C)C)CC2)c(C)c1
    -3%	3%	-18%
#79 CCOc1cccc(C(=O)N(Cc2ccco2)C2CCS(=O)(=O)C2)c1 (stereo not given)
    2%	0%	-1%
#80 Cc1ccc(NC(=O)c2ccc3snnc3c2)cc1C
    -1%	-2%&-3%	-18%&-3%
#81 CNCc1ccccc1Sc1cccc(O)c1
    -16%	8%	?
#82 COc1ccc(/C=N/N2C(=O)CN(C(=O)c3ccccc3)C2c2ccc(OC)cc2)cc1 (stereo not given)
    -2%	/	?
#83 CCOC(=O)Cc1csc2nc3sc(C)c(C)c3c(=O)n12
    -1%	3%	-14%
#84 Cc1cc(-c2cc(-c3ccc(Cl)cc3)on2)nc(NC2CCCC2)n1
    5%	0%	?
#85 Cn1ncc2c(NCc3ccccc3Cl)nc(NCCO)nc21
    /	6%	?
#86 COc1ccc(C)cc1NC(=O)Cn1c(=O)n(Cc2nc(C)no2)c(=O)c2ccccc21
    /	3%	?
#87 O=C(Oc1c(CN2CCOCC2)cc(Cl)c2cccnc12)c1ccccc1
    -4%	6%	?
#88 NC(=O)c1ccc(=O)n(Cc2ccc(F)c(F)c2)c1
    -15%	/	22%
#89 Cc1cc(C)c2nc(N)sc2c1
    -2%	3%	-24%
#90 O=C(COc1ccc(Cl)cc1)NCc1ccncc1
    -1%	3%	-2%
#91 Cc1cc2cc(CCNC(=O)C(=O)c3c[nH]c4ccccc34)c(=O)[nH]c2cc1C
    3%	5%	18µM*
#92 C=CCNC(=O)c1ccc(Cn2cc(C(F)(F)F)ccc2=O)cc1
    6%	1%	2%
#93 COc1ccccc1CNC(=O)c1cc2c(C)nn(Cc3ccc(F)cc3)c2s1
    13%	2%	?
#94 Cc1ccc(F)cc1NC(=O)c1sc2ncn(CC(=O)N3CCN(c4ccccn4)CC3)c(=O)c2c1C
    0%	2%	?
#95 COc1cccc(CNC(=O)c2c3c(nc4ccccc24)C(=O)N(C2CCCCC2)C3)c1
    /	7%	21µM*
#96 CCOC(=O)C1CCN(C(=O)Cn2nc(C)n3nc(-c4ccc(CC)cc4)cc3c2=O)CC1
    0%	0%	?
#97 Clc1ccc(-c2noc3ncnc(NCCCN4CCN(c5ccccc5)CC4)c23)cc1
    /	2%	?
#98 COc1ccccc1C(=O)n1nc(C)cc1C
    8%	0%	-6%
#99 CCOc1cc(N2CCOCC2)c(OCC)cc1NC(=O)CN1C(=O)NC2(CCCCC2)C1=O
    /	2%	0%
#100 O=C(N/C(=C\c1cn(-c2ccccc2)nc1-c1ccccc1)C(=O)N1CCOCC1)c1ccccc1
    7%	-1%	/
#101 O=C(Cc1ccccc1)Nc1ccccc1C(=O)N1CCCCC1
    -1%	-3%	1%
#102 COc1cc(C2CC(=O)Nc3cc4c(cc32)OCO4)cc(OC)c1O (stereo not given)
    /	-6%[12.3 µM]	?
